From PubChem
Rac1 mut GTP = modulators of GTP binding to human Rac1 activated mutant; P63000; GST-Rac1 activated beads, fluorescent GTP binding, flow cytometry; actives lie on both sides; 100% means binding = to untreated wells; percent activity (GTP binding), % at 10 µM; 190,000 tested, 0.11% active; AID 764;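 active = GTP binding at least 20 percentage points away from the 100% baseline, in either direction, so actives lie on both sides; inconclusive = Compound likely fluorescent itself, or too few beads counted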
GSH fluor = GSH bead compound fluorescence profile. fluorescence (KMESF) at 10 µM. 190,000 tested, 0.25% active. AID 1776. GSH beads flow cytometry, compound fluorescence 488/530 nm; active compounds read high; in the data active = fluorescence above about 89;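 also: glutathione beads carrying GST-tagged Bcl family fusion proteins plus one bare bead set; values are compound well signal with DMSO vehicle wells as background; inactives centre near 16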
Avidin fluor = avidin bead compound fluorescence profile; Avidin beads, compound fluorescence 488/530 nm, flow cytometry; active compounds read high; fluorescence (KMESF) at 10 µM; 220,000 tested, 0.38% active; in the data active = fluorescence above about 47; also: inactives centre near 10
Pf gamet viab = kills late stage P. falciparum gametocytes | P. falciparum stage V gametocytes, ATP luminescence, 24 h | inhibition, % at 10.9 µM | 150,000 tested, 0.065% active | AID 743093;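 active = inhibition above the mean plus 3 SD of compounds within the control limits, set per campaign, cut at about 38% in these data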;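 also: 0% = DMSO wells and 100% = medium only without gametocytes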
Rab2 wt GTP = changes GTP binding to wildtype dog Rab2A, up or down. GST-Rab2 wt beads, Bodipy-GTP binding, flow cytometry. 190,000 tested, 0.19% active. GTP binding activity, % at 10 µM. P61105;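 active = GTP binding activity at least 20 points away from 100%, either lowered or raised; inconclusive = signal likely due to the compound's own green fluorescence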;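 also: 0% = beads with excess unlabeled GTP and 100% = no-compound control corrected for plate trend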
Rac1 wt modul = human Rac1 wildtype GTP binding, inhibitors and activators | GST-Rac1 beads, fluorescent GTP binding, flow cytometry; actives lie on both sides; 0 = cold GTP competed, 100 = untreated | GTP binding activity (% of control), % at 10 µM | 190,000 tested, 0.27% active | AID 757;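 active = GTP binding activity at least 20 points away from the 100% control level, either lower or higher; inconclusive = compound flagged as likely green fluorescent, judged across all proteins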
Cdc42 wt = human Cdc42 wildtype GTP binding change, either direction | percent activity (GTP binding), % at 10 µM | GST-Cdc42 beads, Bodipy-GTP binding, flow cytometry; actives lie on both sides | AID 761 | 190,000 tested, 0.2% active | P60953;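 active = percent activity GTP binding at least 20 points away from the 100% baseline, either down as inhibitor or up as activator; inconclusive = compound flagged as likely green fluorescent from well-wide comparison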;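 also: median bead fluorescence of bound Bodipy-FL-GTP at 100 nM; 0% = excess unlabeled GTP control and 100% = no compound control; below 100% means less GTP binding so inhibitor and above means activator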
Target sequence (P60953 whole entry, looked up): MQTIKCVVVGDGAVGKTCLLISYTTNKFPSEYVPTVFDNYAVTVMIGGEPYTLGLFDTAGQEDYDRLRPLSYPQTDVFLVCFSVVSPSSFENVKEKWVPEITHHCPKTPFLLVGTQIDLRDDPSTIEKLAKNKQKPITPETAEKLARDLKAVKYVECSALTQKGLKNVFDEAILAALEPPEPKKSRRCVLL
HRas wt GTP bind = human HRas wildtype GTP binding, change in either direction | P01112 | GST-Ras wt beads, Bodipy-FL-GTP binding, flow cytometry; actives lie on both sides | GTP binding activity, % at 10 µM | 190,000 tested, 0.14% active;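 active = GTP binding activity at least 20% away from the 100% baseline, either lowered as inhibitor or raised as activator; inconclusive = flagged as likely green fluorescent, judged across all proteins in the well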;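 also: 0% = unlabeled GTP competition control and 100% = no-compound control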
Target sequence (P01112 whole entry, looked up): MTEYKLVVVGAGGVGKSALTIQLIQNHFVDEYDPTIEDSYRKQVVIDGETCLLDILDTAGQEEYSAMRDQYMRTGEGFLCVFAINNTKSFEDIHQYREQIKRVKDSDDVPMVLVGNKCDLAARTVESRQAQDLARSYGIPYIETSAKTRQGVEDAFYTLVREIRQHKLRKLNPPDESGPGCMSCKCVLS
Mcl1 Bid PPI = disrupts binding of human Mcl-1 to Bid peptide; Q07820; TR-FRET Mcl-1/Bid-Dy647 peptide binding, 1536-well; inhibition, % at 21.7 µM; 220,000 tested, 0.97% active;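 active = compounds that cut the binding signal by more than half at the single screening dose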;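 also: His-tagged Mcl-1 with europium anti-His antibody binding Bid BH3 peptide; 0% = Mcl-1 plus peptide wells and 100% = peptide-only wells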
Target sequence (Q07820 whole entry, looked up): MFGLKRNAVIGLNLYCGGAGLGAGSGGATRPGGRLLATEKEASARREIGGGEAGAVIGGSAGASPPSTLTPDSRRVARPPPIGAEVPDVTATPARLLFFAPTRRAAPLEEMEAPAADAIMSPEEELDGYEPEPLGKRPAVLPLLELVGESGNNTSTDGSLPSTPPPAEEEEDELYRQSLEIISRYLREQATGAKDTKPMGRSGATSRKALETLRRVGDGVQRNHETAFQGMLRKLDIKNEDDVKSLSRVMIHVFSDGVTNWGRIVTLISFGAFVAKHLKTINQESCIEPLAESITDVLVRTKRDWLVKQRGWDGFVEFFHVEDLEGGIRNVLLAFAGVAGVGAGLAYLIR
Rab7 wt GTP bind = dog Rab7 wildtype GTP binding, inhibitors and activators; GST-Rab7 beads, fluorescent GTP binding, flow cytometry; actives lie on both sides; untreated = 100%, excess cold GTP = 0%; GTP binding activity (percent of control), % at 10 µM; 190,000 tested, 0.055% active;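 active = fluorescent GTP binding to Rab7 beads changed by at least 20 points from the 100% baseline, either direction, mostly lower; inconclusive = compound itself probably fluorescent, or too few beads counted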;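 also: median green fluorescence of bound Bodipy-FL-GTP per Rab7 bead population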
Mcl1 Noxa PPI = disrupts binding of human Mcl-1 to Noxa peptide; TR-FRET Mcl-1/Noxa peptide binding, 2 h; inhibition, % at 21.7 µM; 220,000 tested, 1.5% active; AID 1022;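 active = compounds that cut the protein-peptide binding signal by more than 50% relative to plate controls in a single-dose test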;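 also: His-tagged Mcl-1 with rhodamine Noxa BH3 peptide and terbium anti-His antibody; 0% = Mcl-1 plus Noxa peptide wells and 100% = peptide-only wells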
* = called active by the depositor; u = inconclusive; x = no result given.

smiles | Cdc42 wt | Mcl1 Bid PPI | Avidin fluor | HRas wt GTP bind | Mcl1 Noxa PPI | Rab7 wt GTP bind | Rac1 wt modul | Pf gamet viab | Rab2 wt GTP | Rac1 mut GTP | GSH fluor
CCSc1nc(=O)n(-c2ccccc2)c(C)c1C(C)=O | 99 | 0 | 7 | 99 | -2 | 99 | 100 | x | 99 | 97 | 53
COc1ccc(CNC(=O)c2c(F)c(F)c(F)c(F)c2F)cc1 | 104 | -12 | 6 | 103 | -6 | 96 | 101 | -2 | 101 | 104 | 12
COCC(C)OC(=O)/C(C#N)=C\c1coc2ccc(C)cc2c1=O (stereo not given) | 94 | -10 | 13 | 96 | 19 | 95 | 98 | -16 | 95 | 94 | 10
O=C(Nc1cc(C(F)(F)F)ccc1Cl)C(NCc1ccccc1)c1ccccc1 (stereo not given) | 96 | -5 | 9 | 98 | 3 | 95 | 103 | -4 | 97 | 96 | 7
CCN(CC)S(=O)(=O)c1ccc(Cl)c(NC(=O)COc2ccccc2[N+](=O)[O-])c1 | 100 | -3 | 7 | 101 | -9 | 95 | 102 | -9 | 96 | 96 | 6
O=C(O)c1ccc(OCc2occc2C(=O)O)cc1 | 94 | 4 | 14 | 96 | 26 | 94 | 94 | x | 95 | 94 | 26
CC(=O)N1Cc2ccccc2CC1C(=O)O (stereo not given) | 91 | 7 | 27 | 94 | 17 | 96 | 95 | x | 93 | 93 | 26
CN(C)C(=O)c1nc2ccc(Cl)cn2c1CN1CCN(c2ncccn2)CC1 | 95 | -17 | 12 | 91 | 5 | 93 | 95 | -32 | 95 | 94 | 15
O=C(NNC(=O)c1ccc(Cl)cc1Cl)c1ccncc1 | 102 | -43 | 8 | 100 | -6 | 99 | 104 | x | 102 | 102 | 18
COC(=O)C1=CN(Cc2cccs2)C=C(C(=O)OC)C1c1cccc(OC)c1OC | 101 | -17 | 22 | 102 | -9 | 96 | 102 | x | 101 | 102 | 24
Cc1ccccc1NC(=O)Cc1nc(CSc2nnc(-c3ccc4c(c3)OCO4)o2)cs1 | 102 | -18 | 12 | 98 | 10 | 100 | 101 | 17 | 98 | 97 | 27
Cc1ccccc1Nc1nn2c(=O)c3ccccc3nc2s1 | u | -12 | 17 | u | -12 | u | u | 5 | u | u | 53
Cc1cc(Cl)ccc1C(=O)C1CCCN(C(=O)CCn2cnnn2)C1 (stereo not given) | 98 | -12 | 2 | 97 | 0 | 98 | 100 | -6 | 98 | 96 | 10
CC(=O)n1cc([C@H]2C=C(C(=O)N3CCOCC3)O[C@@H](OCc3ccc(CO)cc3)C2)c2ccccc21 | 93 | -6 | 7 | 96 | -12 | 101 | 94 | x | 97 | 93 | 18
Cc1ccc(CN2C(=O)CCC2(C)C(=O)NCc2cccnc2)cc1 (stereo not given) | 111 | -7 | 10 | 107 | 3 | 108 | 112 | x | 106 | 101 | 9
COc1ccc(-c2cc(-c3ccccc3)c(C#N)c(=S)[nH]2)cc1 | 79* | -84 | 9 | 82 | -214 | 95 | 85 | 9 | 85 | 80 | 14
N#CC1=C(N)OC2=C(C(=O)CC(c3ccccc3)C2)C1c1ccoc1 (stereo not given) | 101 | 9 | 5 | 104 | 32 | 105 | 110 | -16 | 105 | 100 | 25
CN(Cc1cccs1)S(=O)(=O)c1cccs1 | 105 | -3 | 10 | 103 | -11 | 94 | 101 | 13 | 104 | 99 | 70
CCCc1cc(=O)[nH]c(SCC(=O)N2N=C(c3ccc(Cl)cc3)CC2c2ccco2)n1 (stereo not given) | 94 | -25 | 3 | 96 | 2 | 95 | 96 | -19 | 93 | 95 | 5
Cc1cc(C)n(C(=O)CCCCCCCC(=O)n2nc(C)cc2C)n1 | 98 | 1 | 23 | 97 | -12 | 96 | 98 | x | 95 | 94 | 18
Cn1cc(CN2CCCC(CO)C2)c(-c2ccc(Oc3ccccc3)cc2)n1 (stereo not given) | 99 | -16 | 10 | 95 | -16 | 97 | 101 | 17 | 98 | 94 | 16
COc1ccc(C)cc1NC(=O)CSc1nnc(-c2ccco2)n1Cc1ccco1 | 98 | -33 | 9 | 98 | 9 | 99 | 97 | 2 | 99 | 98 | 22
Cc1cc(C(=O)CSc2n[nH]c(N)n2)c(C)n1-c1ccc2c(c1)OCO2 | 102 | -72 | 8 | 101 | 9 | 99 | 105 | 9 | 97 | 102 | 3
CCC(C(=O)N1CCN(C(=O)c2ccco2)CC1)c1ccccc1 (stereo not given) | 104 | -4 | 9 | 101 | 9 | 103 | 106 | x | 102 | 98 | 16
Oc1ccc(Cl)cc1N=Cc1sc2ccccc2c1Cl | 91 | -52 | 8 | 97 | 7 | 106 | 102 | 2 | 96 | 92 | 12

Following part
smiles | Cdc42 wt | Mcl1 Bid PPI | Avidin fluor | HRas wt GTP bind | Mcl1 Noxa PPI | Rab7 wt GTP bind | Rac1 wt modul | Pf gamet viab | Rab2 wt GTP | Rac1 mut GTP | GSH fluor
NC(=O)C1CCN(C(=O)CSc2nc3c(c(-c4ccccc4)n2)CCCC3)CC1 | 102 | -7 | 12 | 101 | 9 | 101 | 101 | 16 | 100 | 100 | 11
CCOc1cnc(C(=O)NNC(=O)C(Br)C(C)C)o1 (stereo not given) | 95 | -26 | 7 | 97 | -1 | 103 | 102 | x | 98 | 98 | 19
O=C(CSc1nnc2ccc(-c3ccncc3)nn12)c1cccs1 | 93 | -8 | 6 | 92 | 41 | 95 | 92 | 0 | 92 | 95 | 17
O=C(c1ccc(=O)[nH]c1)N(Cc1ccco1)C1(C(=O)NC2CCCCC2)CCCCC1 | 105 | -7 | 14 | 105 | -12 | 100 | 102 | x | 106 | 102 | 22
CCC(=O)Nc1ccccc1C(=O)C(=O)Nc1ccccc1 | 100 | -8 | 15 | 97 | 13 | 96 | 102 | x | 95 | 101 | 9
CC(Nc1cc(N2CCN(S(C)(=O)=O)CC2)ccc1[N+](=O)[O-])c1ccccc1 (stereo not given) | 100 | 1 | 13 | 103 | 13 | 103 | 106 | x | 102 | 102 | 13
NC(=S)Nc1cccc2[nH]ncc12 | 101 | -35 | 10 | 101 | 3 | 97 | 105 | -33 | 99 | 96 | 20
COc1ccc(OC)c(N(CC(=O)N2CCCCC2)S(=O)(=O)c2ccc(OC)c(OC)c2)c1 | 99 | 1 | 24 | 99 | -6 | 95 | 104 | 16 | 96 | 98 | 19
CC(=O)Nc1ccc(OCC(=O)NCc2ccccc2)cc1 | 97 | -6 | 9 | 98 | 10 | 95 | 101 | -8 | 100 | 96 | 18
[O-]/C(=C(\C(=S)Nc1ccc(SC(F)F)cc1)[n+]1ccccc1)c1cc(Cl)ccc1Cl | 93 | -49 | 8 | 93 | -24 | 95 | 93 | 15 | 96 | 94 | 15
C=CCN(Cc1nc(-c2ccc(OC)c(OC)c2)oc1C)C1CCS(=O)(=O)C1 (stereo not given) | 99 | -10 | 5 | 99 | -22 | 95 | 101 | -16 | 99 | 101 | 11
O=C(COc1cccc(NC(=O)c2ccccc2)c1)c1ccc(F)cc1 | 101 | -18 | 4 | 100 | 6 | 98 | 99 | -10 | 97 | 99 | 7
COc1ccc(NC(=O)Nc2ccccc2F)c([N+](=O)[O-])c1 | 99 | -21 | 10 | 100 | 12 | 99 | 100 | 24 | 96 | 100 | 16
O=C(c1ccc(Br)o1)N1CCN(c2ccc(F)cc2)CC1 | 106 | -27 | 19 | 105 | 6 | 112 | 104 | x | 108 | 102 | 22
CC1CCN(Cc2nnnn2-c2ccc(Cl)cc2)CC1 | 106 | 0 | 8 | 103 | 4 | 98 | 106 | x | 103 | 101 | 11
O=C(Nc1ccc(N2CCN(C(=O)c3ccco3)CC2)cc1)c1ccccc1 | 96 | -44 | 9 | 93 | 8 | 92 | 95 | 7 | 95 | 97 | 12
O=C(N/N=C1\CCCCc2ccccc21)c1ccccn1 | 96 | 28 | 8 | 95 | 7 | 95 | 98 | -7 | 97 | 93 | 16
Cc1ccc(-n2c(C)cc(C=C3C(=O)CC(C)(C)CC3=O)c2C)cc1 | 97 | -52 | 23 | 98 | 16 | 94 | 101 | 14 | 99 | 98 | 5
COc1ccc(N=CC2=C(O)CC(c3ccccc3)CC2=O)c(OC)c1 (stereo not given) | 103 | -28 | 14 | 103 | 7 | 101 | 105 | x | 101 | 101 | 7
CCOC(=O)N/N=C(\C)c1ccc(OC(F)F)cc1OC(F)F | 103 | 2 | 13 | 95 | 9 | 97 | 101 | -4 | 94 | 97 | 11
CC(C)CC(=O)Nc1nc(=S)ss1 | 99 | -23 | 2 | 98 | 19 | 95 | 99 | -5 | 96 | 98 | 26
CC(=O)N1CN(C2CCS(=O)(=O)C2)Cc2c1sc1c2CCCC1 (stereo not given) | 100 | -93 | 22 | 101 | -6 | 97 | 103 | 23 | 100 | 100 | 14
Cc1ccc(SCC(=O)Nc2ccc(N3CCN(c4ccccc4)CC3)c(F)c2)cc1 | 110 | -33 | 8 | 108 | 8 | 98 | 109 | 2 | 107 | 102 | 22
Cc1ccc(NS(=O)(=O)c2cc(C(=O)NCCSc3ccc(C)cc3)ccc2C)cc1 | 99 | 0 | 20 | 97 | 2 | 95 | 98 | x | 98 | 96 | 15
O=C(Nc1nc(=O)c2ccccc2s1)c1ccccc1 | 94 | -14 | 14 | 94 | 8 | 91 | 93 | x | 94 | 95 | 24

More results.
smiles | Cdc42 wt | Mcl1 Bid PPI | Avidin fluor | HRas wt GTP bind | Mcl1 Noxa PPI | Rab7 wt GTP bind | Rac1 wt modul | Pf gamet viab | Rab2 wt GTP | Rac1 mut GTP | GSH fluor
CCOC(=O)C1=NN(C(C)=O)C2(CC(=O)N(c3cc(C)cc(C)c3)C2=O)C1 (stereo not given) | 103 | -5 | 16 | 101 | 7 | 101 | 103 | 1 | 100 | 102 | 17
CC(C)COP(=O)(OCC(C)C)C(O)c1ccccc1F (stereo not given) | 99 | -9 | 20 | 100 | -4 | 101 | 101 | x | 97 | 97 | 11
COC(=O)c1cc2oc3ccccc3c2n1CC(=O)Nc1ccccc1OC | 103 | -28 | 18 | 103 | -5 | 98 | 107 | x | 103 | 101 | 33
O=C(/C=C/c1ccc2c(c1)OCO2)N1CCOCC1 | 105 | -22 | 9 | 103 | 12 | 100 | 107 | x | 101 | 103 | 7
c1csc(CNc2ncnc3nc[nH]c23)c1 | 104 | -13 | 10 | 102 | 9 | 98 | 109 | x | 102 | 99 | 18
O=[N+]([O-])c1nn(-c2ccccc2)n(O)c1=NCc1ccc2c(c1)OCO2 | 98 | -24 | 35 | 97 | -2 | 95 | 98 | x | 96 | 96 | 15
